Ecoli viability: reduces bacterial viability in AddAB counter-screen. E. coli V3065 growth, OD600 absorbance, 18 h. inhibition, % at 11.9 µM. hit rate 0.27% among 330,000;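 active = inhibition above the campaign's mean inhibition across all tested compounds plus 3 SD, cut at about 9.9% in these data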;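 note: uninfected addAB+ strain grown without phage in ampicillin broth; 0% = DMSO wells and 100% = ciprofloxacin 0.95 µg/ml wells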
PvdQ acylase: P. aeruginosa PvdQ acylase inhibition; AID 488965; inhibition, % at 10 µM; hit rate 0.063% among 340,000; purified PvdQ acylase, fluorescence plate reader; in the data active = inhibition above about 30%, passing the limit was not always enough;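 note: 0% = vehicle neutral wells and 100% = reference inhibitor wells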
Tat export inh: inhibitors of E. coli Tat protein transport; hit rate 0.036% among 340,000; inhibition, % at 10 µM; E. coli MC4100 TorA-mCherry Tat export, fluorescence;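 active = mean replicate inhibition at least 50% and at least half of replicates individually reaching 50%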;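 note: exported cargo escapes ClpAP degradation while cytoplasmic cargo is degraded and loses fluorescence; 0% = median of neutral control wells and 100% = median of NaSCN control wells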
DAGLB inhibitor: blocks human DAGLB lipase activity; hit rate 0.059% among 340,000; inhibition, % at 5.17 µM; HEK293T DAGLB membrane lysate, EnzChek fluorogenic substrate; in the data active = inhibition above about 34%;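 note: 0% = enzyme with vehicle and 100% = wells lacking enzyme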
Target sequence (Q8NCG7 whole entry, looked up): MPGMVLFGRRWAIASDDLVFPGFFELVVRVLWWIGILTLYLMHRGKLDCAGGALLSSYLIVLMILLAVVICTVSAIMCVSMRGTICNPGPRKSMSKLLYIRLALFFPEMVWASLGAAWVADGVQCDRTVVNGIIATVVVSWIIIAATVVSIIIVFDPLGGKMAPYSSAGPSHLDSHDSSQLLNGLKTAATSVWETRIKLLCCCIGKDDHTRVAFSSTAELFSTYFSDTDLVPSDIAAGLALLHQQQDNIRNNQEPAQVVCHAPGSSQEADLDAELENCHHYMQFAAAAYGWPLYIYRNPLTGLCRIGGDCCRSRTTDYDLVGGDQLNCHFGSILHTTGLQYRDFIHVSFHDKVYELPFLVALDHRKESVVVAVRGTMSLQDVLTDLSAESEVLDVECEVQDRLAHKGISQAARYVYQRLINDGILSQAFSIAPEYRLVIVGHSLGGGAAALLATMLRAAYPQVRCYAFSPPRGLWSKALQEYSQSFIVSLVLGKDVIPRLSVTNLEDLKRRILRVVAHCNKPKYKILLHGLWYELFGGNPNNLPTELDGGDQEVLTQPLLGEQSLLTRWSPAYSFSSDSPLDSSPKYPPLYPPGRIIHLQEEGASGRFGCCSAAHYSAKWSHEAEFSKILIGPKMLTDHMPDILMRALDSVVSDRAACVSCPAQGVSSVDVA
CAL PDZ FP: blocks peptide binding to human CAL PDZ domain. Q9HD26. hit rate 0.02% among 330,000. inhibition, % at 20 µM. purified CAL PDZ, TMR-peptide fluorescence polarization, 1 h;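 active = highest replicate inhibition of at least 40%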;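 note: plate controls were DMSO neutral control wells for no effect and unlabeled competitor peptide control wells for full effect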
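Material – purified CerCALP PDZ construct · Detection – FP readout, S and P plane fluorescence · Measure – percent inhibition from loss of millipolarization · Controls – unlabelled peptide for full inhibition, DMSO wells as neutral · Probe or stimulus – TMR-labelled reporter peptide T*-PRC34 bound in PDZ groove · Times – 1 h at RT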
phage Ecoli inh: E. coli growth loss with phage present | growth absorbance | hit rate 0.26% among 360,000 | inhibition, % at 11.9 µM; in the data active = inhibition above about 11%
PfHsp90 set2: inhibits growth of yeast expressing Plasmodium falciparum Hsp90 | AID 504621 | hit rate 0.32% among 310,000 | S. cerevisiae expressing PfHsp90, BacTiter-Glo ATP, 48 h; yeast lacking PDR1 and PDR3 efflux regulators | inhibition, % at 9.4 µM;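 active = every replicate shows inhibition above about 80%, whatever the replicate mean, limit read from the data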;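 note: 0% = DMSO neutral controls and 100% = 20 µM radicicol positive controls; yeast relying on Plasmodium falciparum Hsp90 in place of its own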
Rtt109 Vps75: C. albicans Rtt109 histone acetyltransferase inhibition | purified Rtt109/Vps75, ThioGlo CoA-SH fluorescence, 4 h | inhibition, % at 34.9 µM | hit rate 0.16% among 330,000 | AID 540336;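 active = inhibition of at least 50% in every replicate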
Target sequence (Q5AAJ8 whole entry, looked up): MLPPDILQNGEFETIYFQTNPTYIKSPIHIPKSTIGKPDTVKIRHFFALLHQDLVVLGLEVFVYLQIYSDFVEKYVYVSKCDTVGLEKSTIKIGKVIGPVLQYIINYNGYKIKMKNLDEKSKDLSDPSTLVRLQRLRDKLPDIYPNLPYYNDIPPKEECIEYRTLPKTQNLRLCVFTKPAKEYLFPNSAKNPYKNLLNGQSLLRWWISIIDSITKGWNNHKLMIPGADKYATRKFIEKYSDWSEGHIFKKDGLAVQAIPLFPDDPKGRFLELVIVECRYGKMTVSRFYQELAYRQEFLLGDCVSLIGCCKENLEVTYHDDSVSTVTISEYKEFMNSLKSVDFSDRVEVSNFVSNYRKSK
Wnt bcat act: activators of Wnt/beta-catenin signaling. Wnt/beta-catenin reporter cell assay, activator, plate reader. activation, % at 9.35 µM. hit rate 1.2% among 300,000. AID 743398; in the data active = activation above about 30%, passing the limit was not always enough;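 note: 0% = neutral control wells and 100% = positive control wells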
AddAB inh: less growth of phage-infected E. coli with AddAB. E. coli expressing H. pylori AddAB, absorbance growth. inhibition, % at 11.9 µM. hit rate 0.29% among 330,000. AID 435030; in the data active = inhibition above about 12%;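 note: 0% = vehicle wells of infected cells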
The depositor's hits bear a star; x = not tested or not shown.

SMILES	Ecoli viability	PvdQ acylase	Tat export inh	DAGLB inhibitor	CAL PDZ FP	phage Ecoli inh	PfHsp90 set2	Rtt109 Vps75	Wnt bcat act	AddAB inh
CN(c1ccccc1)S(=O)(=O)c1cccc(C(=O)NCc2ccccc2CN2CCCC2)c1	-1.3	-9	-1	-1	-1.2	7.2	-19	-3	-4	-1.3
O=C1CC(N2CCN(c3ccccc3)CC2)C(=O)N1c1ccc2c(c1)OCCO2 (stereo unspecified)	1.6	-7	5	-3	-1.6	-0.6	28	-2	x	2.6
CNC(=O)[C@@H]1C[C@H]1[C@@H](NC(=O)CNC(=O)OCc1ccccc1)c1ccccc1	-1.7	x	x	x	x	2.1	x	x	-2	1.8
COC(=O)C1C(=O)CC(C)(O)C(C(=O)OC)C1/C=C/c1ccccc1 (stereo unspecified)	0.6	-2	6	1	-0.5	1.9	0	-5	x	1.2
CCOC(=O)N1C2C=CC(C2)N1C(=O)OCC	x	0	-5	0	-0.2	1.2	-10	2	3	x
COc1ccc(S(=O)(=O)NCC(=O)N(CC(=O)NCc2ccccc2)Cc2ccco2)cc1	-0.3	-16	26	4	-0.5	-0.9	10	-30	-1	3.0
Cn1nc(OCC(N)=O)ccc1=O	-3.8	-5	-4	-4	-1.0	0.5	10	-4	x	-0.8
Cc1ccc(CN(C)C(=O)COC(=O)CSc2ccc(C(N)=O)cc2[N+](=O)[O-])cc1	-1.6	-6	3	2	-1.0	6.1	8	-2	-5	-0.2
O=C(Nc1cccc(Cl)c1N1CCOCC1)c1cccnc1Cl	-0.5	-20	-6	-2	-0.6	2.1	27	-5	-2	0.9
CC(NC(=S)Nc1ccc(OC(F)F)cc1OC(F)F)C(C)(C)C (stereo unspecified)	-2.1	19	1	-1	-0.6	4.5	3	4	4	-0.5
CCCOc1ccc(/C=C/C(=O)Nc2ccc([N+](=O)[O-])cc2)cc1	-0.3	1	-3	-13	-3.6	4.6	-102	4	-11	1.6
Cc1sc2nc(COC(=O)c3ccc(N4CCCC4)c([N+](=O)[O-])c3)[nH]c(=O)c2c1C	-2.4	7	0	5	-0.7	4.3	0	7	0	3.2
C[C@@H](NC(=O)[C@@H]1Cc2ccccc2CN1)C(=O)Nc1ccc2c(c1)OCCO2	1.1	0	5	-2	-3.1	2.4	6	22	14	2.3
C/C(CCc1ccc2c(c1)OCO2)=N\NC(=O)c1ccccc1Cl	-1.5	-5	-5	1	-1.3	0.1	10	4	x	0.9
Cn1c2ccc(F)cc2c2ncn(CCCN(CCO)CCO)c(=O)c21	2.4	-1	-2	-1	-0.8	2.2	-22	8	x	1.1
CCOC(=O)Cc1c(Sc2ccccc2)c2ccccc2n1C	-1.4	5	1	-11	-0.1	3.0	-23	-3	-1	3.1
CCCNC(=O)CN1C(=O)COc2ccc(S(=O)(=O)N3CC(C)CC(C)C3)cc21 (stereo unspecified)	-0.6	-12	-3	-1	-0.5	1.2	-1	-2	1	2.2
CC[C@]12c3[nH]c4ccc(Cl)cc4c3CCN1C(=O)[C@@H](CC(=O)NCCCN(C)C)C[C@@H]2C(=O)N1CCN(C(=O)C2CC2)CC1	-0.4	-14	-4	0	-0.2	1.0	-36	2	0	1.4
S=C(Nc1ccccc1Cl)N(Cc1ccccc1)Cc1ccccn1	-2.0	-5	7	-2	-1.1	0.9	19	3	1	2.7
O=C(CNc1ccccc1)N/N=C/c1ccc2c(c1)OCO2	0.8	-11	1	3	-3.8	3.7	x	-2	14	1.7
Cc1ccc(S(=O)(=O)NCCNC(=O)C2CCCNC2=O)cc1 (stereo unspecified)	-1.6	-14	5	-4	-1.6	1.8	22	-3	-6	-0.1
COc1ccc(-c2cc(CNC(C)=O)on2)cc1	-0.7	-15	-12	1	0.2	0.2	1	-9	x	4.3
Nc1ncnc2c1ncn2[C@@H]1O[C@H](CNC(=O)[C@@H](N)Cc2ccc(C(F)(F)F)cc2)[C@@H](O)[C@H]1O	-2.7	-11	3	-1	0.8	0.9	4	-4	-3	-0.4
Nc1nc(SCc2ccccc2Cl)ns1	-0.6	-2	-1	0	-2.7	2.3	-43	3	9	0.8
N#C/C(=C(/O)COC(=O)c1ccc(Cl)c(S(=O)(=O)N2CCOCC2)c1)c1nc2ccccc2[nH]1	-2.7	-8	4	2	-1.5	0.4	0	3	6	-0.8
O=C1C=C(N2CCN(c3ccccn3)CC2)C(=O)c2c(O)ccc(O)c21	x	7	-2	12	0.3	2.8	-6	-1	-2	x
Nc1ncnc2nc(SCc3ccc(Cl)cc3Cl)[nH]c12	1.7	5	2	5	-1.5	4.5	5	-3	x	3.1
O=C(COC(=O)CN1C(=O)C2CCCCC2C1=O)Nc1cc(F)ccc1F (stereo unspecified)	x	1	7	3	-1.7	4.2	9	18	0	x
Cc1csc(Sc2ccc(S(=O)(=O)N3CCCC3)cn2)n1	-2.4	-14	-2	-3	x	2.3	-6	-4	-1	1.2
CC(C)C[C@H](NC(=O)c1nc[nH]c1C(=O)N[C@@H](CCCCN)C(=O)OC(C)(C)C)C(=O)OC(C)(C)C	0.1	6	11	3	-0.8	x	20	28	x	1.6

Single records (already shown). Order of values: Ecoli viability	PvdQ acylase	Tat export inh	DAGLB inhibitor	CAL PDZ FP	phage Ecoli inh	PfHsp90 set2	Rtt109 Vps75	Wnt bcat act	AddAB inh
Shown for `CCOC(=O)Cc1c(Sc2ccccc2)c2ccccc2n1C` : -1.4	5	1	-11	-0.1	3.0	-23	-3	-1	3.1
Shown for `CC[C@]12c3[nH]c4ccc(Cl)cc4c3CCN1C(=O)[C@@H](CC(=O)NCCCN(C)C)C[C@@H]2C(=O)N1CCN(C(=O)C2CC2)CC1` : -0.4	-14	-4	0	-0.2	1.0	-36	2	0	1.4
Shown for `N#C/C(=C(/O)COC(=O)c1ccc(Cl)c(S(=O)(=O)N2CCOCC2)c1)c1nc2ccccc2[nH]1` : -2.7	-8	4	2	-1.5	0.4	0	3	6	-0.8

Following part:
SMILES	Ecoli viability	PvdQ acylase	Tat export inh	DAGLB inhibitor	CAL PDZ FP	phage Ecoli inh	PfHsp90 set2	Rtt109 Vps75	Wnt bcat act	AddAB inh
O=[N+]([O-])c1cc(CN2CCN(c3cccc(C(F)(F)F)c3)CC2)c2cccnc2c1O	-0.9	-9	-9	x	-0.3	5.1	99*	24	-2	0.5
O=C(CCS(=O)(=O)Cc1ccccc1)N1CCN(c2ccccc2)CC1	-0.7	17	9	0	-0.1	3.3	17	3	-5	-0.7
COC(=O)CNC(=O)CCCCC(=O)NCC(=O)OC	-0.6	-7	-3	-1	0.0	1.3	15	-2	x	0.1
O=Cc1cn(-c2ccccc2)nc1-c1ccccc1	-1.6	-8	2	-7	-1.4	4.1	-5	-4	16	3.2
COc1ccc(C(=O)Cc2ccc(F)cc2)c(OC)c1	0.2	7	4	-3	0.0	3.8	-7	4	23	3.2
COc1ccc(CN2C3CCCC2CC(NC(=O)Nc2ccccc2)C3)cc1 (stereo unspecified)	0.0	-13	-1	0	-3.0	4.2	10	5	-3	0.1
COCCN(CCOC)C(=O)C1CCN(c2ccc(S(=O)(=O)N3CCOCC3)cc2[N+](=O)[O-])CC1	0.4	0	-6	1	-3.1	1.2	-2	21	1	0.5
COc1ccc(C(=O)N2CCC(n3c(C)nc4cc(F)ccc43)CC2)cc1	-0.8	-5	10	-1	-1.9	2.3	25	-4	-1	1.4
Cc1ccc(C(=O)Nc2cccc(C(=O)N/N=C/c3ccc(F)cc3)c2)cc1	0.7	-10	-5	-2	-2.0	-0.2	-53	-1	11	2.5
COc1ccc(/C=N/c2oc(-c3ccccc3)cc2C#N)cc1	4.8	9	-20	1	1.1	2.8	0	-4	-2	4.3
COc1ccc(/C=N/NC2=NS(=O)(=O)c3ccccc32)cc1	-1.1	-14	-2	0	-0.8	2.0	31	x	0	-1.2
C=CCc1cc(OC)ccc1OCCOCCC(C(=O)OCC)C(=O)OCC	1.6	-21	18	-8	-0.5	1.7	-26	10	-12	1.6
CC(=O)Nc1ccc(C(=O)CSc2nnnn2C(C)C)cc1	-0.6	7	10	0	-1.1	2.7	6	9	2	0.8
CCOc1ccc(/C=C2/SC(=O)NC2=S)cc1	0.8	-16	-5	10	-1.5	3.1	6	7	x	6.4
COc1cc(/C=C2\SC(c3ccc(C)cc3)=NC2=O)cc(OC)c1OC	-2.9	-19	0	2	-0.3	x	-50	2	x	1.8

A draw from above in order of number of heavy atoms, ascending:
SMILES	Ecoli viability	PvdQ acylase	Tat export inh	DAGLB inhibitor	CAL PDZ FP	phage Ecoli inh	PfHsp90 set2	Rtt109 Vps75	Wnt bcat act	AddAB inh
O=Cc1cn(-c2ccccc2)nc1-c1ccccc1	-1.6	-8	2	-7	-1.4	4.1	-5	-4	16	3.2
COC(=O)CNC(=O)CCCCC(=O)NCC(=O)OC	-0.6	-7	-3	-1	0.0	1.3	15	-2	x	0.1
COCCN(CCOC)C(=O)C1CCN(c2ccc(S(=O)(=O)N3CCOCC3)cc2[N+](=O)[O-])CC1	0.4	0	-6	1	-3.1	1.2	-2	21	1	0.5

Further results follow.
SMILES	Ecoli viability	PvdQ acylase	Tat export inh	DAGLB inhibitor	CAL PDZ FP	phage Ecoli inh	PfHsp90 set2	Rtt109 Vps75	Wnt bcat act	AddAB inh
CC(=O)c1cccc(NC(=S)NC2CCCCCCC2)c1	x	-6	1	1	-1.5	3.9	8	7	-1	x
CN(C)c1cccc(C(=O)OCCCC(=O)c2ccc(F)cc2)c1	-0.2	-3	13	-11	-1.1	4.1	-27	-11	6	2.5
O=C1CCSc2ccc(Cl)cc2N1Cc1ccc(Cl)cc1	0.9	-22	13	-8	x	0.4	-12	-25	-4	-0.6
COCCCNC(=O)C1=CCN(S(=O)(=O)c2ccc(C)cc2)CC1	1.4	-12	-7	-2	0.2	0.6	29	1	0	-0.6
COc1ccc(C(=O)NCC(=O)N/N=C/c2ccc([N+](=O)[O-])o2)cc1OC	5.5	11	10	-2	0.0	3.9	-9	7	2	9.4
O=C(Nc1ccc(F)cc1F)C1CCN(c2ncnc3c2sc2cccc(F)c23)CC1	-1.8	-15	-14	0	-0.5	2.4	-26	3	-2	-1.1
CCC(C)(C)C1CCC(=NNC(=S)Nc2cccnc2)CC1 (stereo unspecified)	1.6	5	12	3	-17	2.6	-27	3	0	1.6
Cc1cc(-c2ccccc2C(=O)NC2CCCCC2)on1	-1.1	1	-4	-3	0.5	2.4	2	10	-1	-1.3
C=CCOc1ccc(C(c2c(O)nc(SC)[nH]c2=O)c2c(O)nc(SC)[nH]c2=O)cc1	0.5	0	27	0	1.6	-2.1	-20	8	0	1.3
Cc1c(-c2cccs2)[n+](=O)c2c(n1[O-])CCCC2	1.8	-4	-9	1	-0.2	2.6	x	-5	x	-1.1
COc1ccc(Nc2cc(C)nc3nc(C)nn23)cc1Cl	1.4	-7	12	-1	-0.8	2.1	7	3	0	2.1
COc1ccc(C2SCC(C(=O)O)N2C(C)=O)cc1OC (stereo unspecified)	0.7	-14	-6	3	-0.1	2.1	-43	-7	-4	3.2
CCN(N)C(=S)Nc1ccc(F)cc1	-0.1	-5	-4	-2	11	0.5	4	-7	-1	1.2

Screening results deposited in PubChem BioAssay by several laboratories.
